Screening results (PubChem)
M18AAP inhibitor – PfM18AAP inhibitors, malaria aminopeptidase, primary screen, biochemical, QFRET, recombinant enzyme; H-Glu-NHMec fluorogenic cleavage; inhibition, % at 7.35 µM; 290,000 compounds, 1.2% hits; AID 1822, 2009;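 active means inhibition above the campaign mean inhibition over all tested compounds plus 3 SD, cut at about 28% in these data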;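 further: 0% = plate median of test compound wells and 100% = 2 mM ZnCl2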
p-CIP stab down – p/CIP-EGFP fusion destabilizers, primary screen, fluorescence, F442A cells; Q05BA5; 16 h; decrease of EGFP signal, % at 10 µM; 290,000 compounds, 0.01% hits; AID 1984, 2009;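 active means EGFP signal decrease of at least 30% at 10 µM or well 3 SD below plate mean, unless failing retest; inactive means the rest, including hits failing retest or dose response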; further: some compounds called inactive have numbers as strong as hits; many of its hits are not listed in these tables
IDE inh – human IDE inhibitors in live cells, primary screen, fluorescence polarization, HEK cells, FAbetaB substrate; Insulin-degrading enzyme (Homo sapiens), P14735; FAbetaB cleavage; inhibition, % at 5.59 µM; 320,000 compounds, 0.41% hits; AID 434962, 2010;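 active means percent inhibition above the average of all tested compounds plus 3 SD, set per screening campaign, cut at about 16% in these data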;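 further: IDE supplied by intact live HEK cells; FP after avidin binding of uncleaved biotin substrate so inhibition keeps polarization high; 0% = DMSO wells and 100% = 60 µM reference IDE inhibitor Ii1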
IMP-1 inhibitor – IMP-1 metallo-beta-lactamase inhibitors, primary screen, biochemical, epi-absorbance readout, Pseudomonas aeruginosa enzyme | inhibition, % at 5.6 µM | metallo-beta-lactamase IMP-1 (Pseudomonas aeruginosa) | AID 1556, 2009 | 290,000 compounds, 0.45% hits | purified IMP-1, nitrocefin hydrolysis, epi-absorbance fluorescence;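 active means inhibition above the mean plus 3 SD of all compounds in the same screening run, cut at about 4.5% in these data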;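 further: 0% = IMP-1 with DMSO and 100% = DMSO wells lacking enzyme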
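System: Purified recombinant IMP-1 metallo-beta-lactamase enzyme | Measured by: Fluorescence quenching readout, ex 480/em 530 nm | Replication: Singlicate | Incubation: 15 min preincubation plus 25 min reaction at 25 °C | Evaluation: Percent inhibition from optical density relative to buffer-blank wells | Benchmarks: DMSO with and without IMP-1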
DNA FID counter – compounds displacing fluorescent DNA intercalator, primary screen, artefact control for HCV NS3 helicase inhibitor project, biochemical, FID fluorescence; DNA fluorescent intercalator displacement; inhibition, % at 7.9 µM; 290,000 compounds, 0.17% hits; in the data active means inhibition above about 37%;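 further: 0% = vehicle and 100% = reference compound; higher means more ethidium bromide displaced from hairpin DNA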
IDE act – human IDE activators in live cells, primary screen, fluorescence polarization, HEK cells, FAbeta-B substrate | Insulin-degrading enzyme (Homo sapiens), P14735 | FAbeta-B cleavage; 0% vehicle, 100% cell-free pure enzyme wells | activation, % at 5.96 µM | 340,000 compounds, 0.073% hits | AID 493087, 2011;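 active means activation above the mean of all tested compounds plus 3 SD, set per screening campaign, cut at about 17% in these data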
VIM-2 inhibitor – VIM-2 metallo-beta-lactamase inhibitors, primary screen, biochemical, epi-absorbance readout, Pseudomonas aeruginosa enzyme; 290,000 compounds, 0.89% hits; purified VIM-2, nitrocefin hydrolysis, epi-absorbance fluorescence; inhibition, % at 5.6 µM;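 active means inhibition above the mean of all tested compounds plus 3 SD, cutoff set per screening run, cut at about 7.5% in these data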;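 further: red hydrolysis product quenches plate fluorescence so inhibitors raise well fluorescence; 0% = enzyme with DMSO and 100% = DMSO without enzyme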
NS3 helicase inh – inhibitors of HCV NS3 helicase, primary screen, biochemical, Cy5 molecular beacon fluorescence; Hepatitis C virus NS3 helicase; NS3 helicase DNA unwinding; inhibition, % at 10.9 µM; 290,000 compounds, 0.56% hits;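 active means inhibition above the mean of all tested compounds plus 3 SD, set per campaign, cut at about 35% in these data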;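 further: 0% = DMSO wells and 100% = thioflavine S control wells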
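System: Hepatitis C virus NS3 helicase domain fragment enzyme | Reagent: Annealed dual-labelled DNA beacon duplex, ATP-started | Compound dosing: 10.9 µM single point, 0.8% DMSO | Incubation: 1 h reaction at 25 °C, ATP-initiated | Technique: Cy5 fluorescence | Evaluation: Percent inhibition from t60/t0 fluorescence ratio | Benchmarks: Low DMSO, high thioflavine S at 110 µM | Replication: Singlicate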
SUMO HTRF inh – inhibitors of in vitro SUMOylation cascade, primary screen, biochemical, HTRF, uHTS. 290,000 compounds, 0.36% hits. inhibition, % at 35 µM. SUMO-conjugating enzyme UBC9 (Homo sapiens), P63279. HTRF SUMOylation assay, SAE1/SAE2 + UBC9; in the data active means inhibition above about 50%, passing the limit was not always enough; further: strong numbers were not always called active
Target sequence (P63279 whole entry, looked up): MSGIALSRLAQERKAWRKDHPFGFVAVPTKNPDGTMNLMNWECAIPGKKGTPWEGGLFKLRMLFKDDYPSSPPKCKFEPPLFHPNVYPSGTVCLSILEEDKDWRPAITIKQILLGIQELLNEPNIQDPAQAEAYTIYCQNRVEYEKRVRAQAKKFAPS
Starred values were filed as active, the others as inactive; nt = no result given. Not a hit list; about 3.6% have a hit in one of these screens.

SMILES	M18AAP inhibitor	p-CIP stab down	IDE inh	IMP-1 inhibitor	DNA FID counter	IDE act	VIM-2 inhibitor	NS3 helicase inh	SUMO HTRF inh
Cc1ccc(C2NNC(=O)C2NC(=O)c2ccccc2)cc1 (stereo unspecified)	27	5	1	-3.4	-2	-1	-0.2	2	18
O=C(c1cn(-c2ccccc2)nc1-c1ccc(Br)cc1)N1CCOCC1	2	4	1	-1.3	-27	-4	-4.4	-4	-30
Brc1ccc(-n2c(SCc3nc4ccccc4[nH]3)nnc2-c2ccncc2)cc1	-3	2	-2	-0.4	-7	-5	-0.4	6	-16
Cc1nnc(C)n1/N=C/c1ccc(-c2ccccc2)cc1	2	-6	1	-1.7	-3	-1	-2.7	-1	24
COc1ccc(NCC(=O)N/N=C(\C)c2cc3ccccc3o2)cc1	7	-1	3	-3.0	-3	2	-4.2	-10	-8
O=C(O)CSc1nc(-c2ccccc2)nc2c1oc1ccccc12	0	4	-1	-0.8	-21	3	-1.4	18	-7
Cc1ccc2cc(C(c3nnnn3C3CCCC3)N(Cc3ccccc3)Cc3ccco3)c(=O)[nH]c2c1 (stereo unspecified)	6	3	1	-1.9	3	7	0.1	4	6
CCc1ccc(CN2CCC(Oc3ccc(C(=O)N4CCCCC4)cc3)CC2)cc1	2	-11	nt	-1.0	18	-3	-1.9	-18	3
COc1ccc(NC(=S)N2CCN(C/C=C/c3ccccc3)CC2)cc1OC	-16	1	8	-3.7	-10	5	-2.5	-1	-9
NS(=O)(=O)c1ccc(CCNC(=O)c2ccc([N+](=O)[O-])s2)cc1	-12	0	1	-0.1	-4	-1	-3.5	-19	-4
COc1ccc(C(=O)O)cc1S(=O)(=O)N(C)C	-1	5	4	-2.0	6	4	-4.9	-3	1
CC(C#N)Sc1ncnc2sc3c(c12)CCC3 (stereo unspecified)	1	-5	-10	-4.0	-8	2	0.1	7	2
O=C(O)CCn1c(SCCOc2ccccc2F)nc2ccccc21	4	-5	nt	-2.9	-31	5	-2.2	15	-5
CCc1ccc(N=C2NC(=O)/C(=C/c3cc(OC)c(OC)c(OC)c3)S2)cc1	0	-17	5	-2.4	-22	6	-1.4	8	24
Cc1ccc(C(=O)N(CC(=O)Nc2sc(C)c(C)c2C(N)=O)C2CCCC2)cc1	-2	2	2	-1.6	-25	2	-0.8	6	-4
CC(=O)N1CCN(c2ccnc3cc(Cl)ccc23)CC1	-11	4	9	-1.0	-5	-18	0.1	0	17
COc1ccc(NC(=O)CSc2ncnc3c2cnn3Cc2ccccc2)cc1OC	-9	-2	3	-0.5	-10	2	-3.7	-3	-9
CCCCn1nc2cc(C(=O)NCCc3ccc(C)cc3)ccc2c1OCC	1	-12	8	-1.2	-19	0	1.0	-8	20
CCN(C(=O)C(C)OC(=O)C1C(C(=O)OC)=C(C)NC(C)=C1C(=O)OC)c1ccccc1 (stereo unspecified)	-4	4	2	-0.9	-14	2	0.9	-13	2
CC1CC(C)CN(S(=O)(=O)N2CCCC(C(=O)NC3CCCCC3)C2)C1 (stereo unspecified)	-1	-8	1	-1.4	-15	1	-0.2	-11	19
C[N+](C)(C)CCOC(=O)C1(c2ccccc2)CCCC1	9	-4	1	-0.8	5	0	0.4	1	20
Cn1cc(C(N)=O)c2ccccc21	-1	8	4	-1.6	-3	0	-0.9	1	4
CCC1(C)OC(=O)N(CCCn2ccnc2C)C1(C)O (stereo unspecified)	-2	-6	-2	-0.9	3	6	-2.4	0	14
CCNC(=O)C(Cc1ccccc1)NC(=O)OCc1ccccc1 (stereo unspecified)	-14	1	3	-2.5	-11	nt	-1.9	16	0
CCN(CC)S(=O)(=O)c1cc(Cl)ccc1OC	-6	10	4	-2.4	1	0	-2.1	-7	-7
COCCNC(=O)C1CCC(=O)N1S(=O)(=O)c1ccc(C)cc1 (stereo unspecified)	3	-2	-1	-2.7	-5	0	-0.1	2	-15
CN(CCc1cn[nH]c1)Cc1nc(C(c2ccccc2)c2ccccc2)no1	-4	-4	1	-1.1	-23	0	-0.2	12	-8
Cc1ccccc1OCC(=O)NCCC(=O)O	-6	-2	-1	-2.5	-1	1	1.1	2	3
CCOC(=O)CCC(NC(=O)c1ccc(NCN2C(=O)CCC2=O)cc1)C(=O)OCC (stereo unspecified)	-5	-7	-1	-2.1	-1	6	-3.3	0	-5
CC(=O)NCCc1ccc(S(=O)(=O)Nc2ccc(NC(=O)c3ccc(F)cc3)cc2)cc1	8	-14	3	-1.4	-18	-1	-2.8	2	5
CC(C)[C@H](NC(=O)c1ccccc1)C(=O)OCC(=O)N1CCCc2ccccc21	0	-16	1	0.0	-5	3	-1.1	3	-21
Cc1cc(C(=O)NCCCn2ccnc2)sc1-c1ccccc1	6	2	4	0.7	5	-2	-3.5	-15	16
COc1cccc(CN(Cc2cccnc2)S(=O)(=O)c2ccc(-n3cnnn3)c(C)c2)c1OC	4	-14	4	-1.6	-18	-1	-1.7	-10	14
COC(=O)c1ccccc1NC(=O)c1ccc(COc2ccc(C)c(C)c2)o1	-11	-5	3	-1.1	-2	4	-1.4	4	-2
COc1ccc(C(=O)NC2CCCCCC2)cc1S(=O)(=O)Nc1ccc(Br)cc1	-7	8	-4	-5.9	-12	4	-3.8	-7	-10
COc1ccc(C(=O)Nc2cc3c(cc2C#N)OCO3)cc1S(=O)(=O)N1CCN(C)CC1	3	-13	-1	-3.8	7	-1	-2.6	-4	15
CC1=CC(C)(C)C(C(=O)O)C(C(=O)O)C1 (stereo unspecified)	-5	-15	-3	-2.4	-2	1	0.0	-2	10
CCOc1cccc(CN2CCN(Cc3ccc(C)o3)C(CCO)C2)c1O (stereo unspecified)	0	-16	-2	1.1	3	-3	-0.2	9	-9
COc1ccc(OC)c(NC(=O)c2ccccc2SC)c1	-14	-9	1	0.1	-7	4	-1.2	3	-6
CCCCCn1c(=O)[nH]c2cc(C(=O)NCCCN3CCCCC3CC)ccc2c1=O (stereo unspecified)	2	-7	4	-1.0	22	1	1.5	-29	0
Cc1c([N+](=O)[O-])c([N+](=O)[O-])nn1CC(=O)N1CCCCC1	1	-8	3	-2.6	1	11	-3.0	3	-1
COc1ccc(C2CC(=O)C(C=NCCN3CCN(C(=S)Nc4ccccc4)CC3)=C(O)C2)cc1 (stereo unspecified)	3	-14	3	-0.8	-9	1	-2.0	-8	-5
Cc1ccc(NC(=O)C2CCN(S(=O)(=O)c3ccc4c(c3)NC(=O)C(C)S4)CC2)cc1Cl (stereo unspecified)	-12	-39	0	0.2	-28	-10	0.5	-18	-17
C#CCn1cc(/C=C2\NC(=O)NC2=O)c2ccccc21	4	-1	2	-2.3	-1	-1	-1.3	-5	0
CCOCCc1c(O)nc(SC)[nH]c1=O	4	10	4	-4.0	-3	2	-2.6	-2	11
COc1ccc(OCCNS(=O)(=O)c2cccc([N+](=O)[O-])c2)cc1	-3	-7	6	-1.9	7	0	-1.9	-2	14
COc1ccc(Cl)c(S(=O)(=O)N2CCCC2)c1	1	-20	-1	-1.8	0	6	-2.0	0	-3
Cc1nn(-c2ccccc2)c2nc(N)c(C#N)c(-c3ccc(O)c(O)c3)c12	70*	0	0	-1.6	-9	-1	4.9	7	-20
COc1ccc(S(=O)(=O)N2CCOC2CNC(=O)C(=O)NCc2cccnc2)cc1C (stereo unspecified)	-1	3	-3	-2.0	-15	9	-2.6	12	9
O=C(Nc1cccnc1)c1cc(-c2ccc(Cl)cc2)on1	6	-3	6	-3.8	-5	-3	-2.3	1	-13

(list continues)
SMILES	M18AAP inhibitor	p-CIP stab down	IDE inh	IMP-1 inhibitor	DNA FID counter	IDE act	VIM-2 inhibitor	NS3 helicase inh	SUMO HTRF inh
Cc1cc(C)c(C)c(S(=O)(=O)NCC(=O)Nc2ccc(F)cc2)c1C	-9	8	-5	-0.7	-20	-4	-1.3	-10	-2
COc1cc(CNCCCN2CCOCC2)c(Br)cc1OCC(=O)Nc1ccccc1C	5	-2	0	-0.9	19	3	0.3	-16	12
CCOc1c(Cl)cc(C(=O)Nc2cccc(C(=O)O)c2)cc1Cl	3	8	-2	-1.4	-25	2	-4.5	-7	9
CC(C)(C)S(=O)(=O)c1cnc2c(S(=O)(=O)c3ccccc3)cnn2c1N	-11	-10	-4	-1.9	-4	3	-1.1	7	13
Cc1cc(=O)n2nc(N3CCCC(C(=O)N4CCN(C)CC4)C3)sc2n1 (stereo unspecified)	1	-6	4	-2.2	-5	6	-0.1	1	8
O=C(Nc1nnc(CSCc2ccc(F)cc2)s1)c1ccc([N+](=O)[O-])cc1	3	-29	-2	-2.6	2	3	-1.8	8	21
Cc1cc(SCC(=O)NC2CCCC2)nc2ccccc12	1	-12	1	-2.4	-33	-3	-1.8	0	1
O=C(N/N=C/C1C(c2ccccc2)C1(Cl)Cl)c1cccc(Cl)c1 (stereo unspecified)	-3	-8	-2	-1.9	-5	1	-3.5	13	-15
Cn1c(CC(=O)Nc2ccc(F)cc2)nnc1SCC(=O)Nc1nncs1	5	12	3	-1.9	-5	-5	-4.2	-3	-12
CC(=O)N1CCOCCOCCN(C(C)=O)CCOCCOCC1	-5	-14	4	-1.0	3	5	-3.6	3	5

Results in p-CIP stab down, NS3 helicase inh and VIM-2 inhibitor, for some of the entries so far:
| smiles | p-CIP stab down | NS3 helicase inh | VIM-2 inhibitor |
| --- | --- | --- | --- |
| CC(=O)N1CCOCCOCCN(C(C)=O)CCOCCOCC1 | -14 | 3 | -3.6 |
| COc1cc(CNCCCN2CCOCC2)c(Br)cc1OCC(=O)Nc1ccccc1C | -2 | -16 | 0.3 |
| Cc1cc(C)c(C)c(S(=O)(=O)NCC(=O)Nc2ccc(F)cc2)c1C | 8 | -10 | -1.3 |
| CCOc1c(Cl)cc(C(=O)Nc2cccc(C(=O)O)c2)cc1Cl | 8 | -7 | -4.5 |

Additional results:
SMILES	M18AAP inhibitor	p-CIP stab down	IDE inh	IMP-1 inhibitor	DNA FID counter	IDE act	VIM-2 inhibitor	NS3 helicase inh	SUMO HTRF inh
Cn1c(=O)[nH]c(=O)c2cc(C(=O)c3cc(F)ccc3O)cnc21	-13	6	-3	-2.5	-4	7	1.6	9	34
CC1=NN(c2ccc(C)cc2)C(=O)/C1=C\c1ccc(Br)s1	4	-6	1	0.7	1	5	0.7	-2	76*
C/C(=N\Nc1cc(Cl)nc(C)n1)c1ccccc1	12	-9	-3	-2.3	-10	5	-2.6	5	-20
COc1cccc(Nc2nc3ccccc3n3nnnc23)c1	2	6	2	-3.4	1	-1	0.1	16	17
